DRD3 agonist: agonists of human D3 dopamine receptor. hit rate 0.58% among 410,000. AID 652048. P35462. D3R DiscoveRx beta-arrestin cells, luminescence, 90 min. max activation, %; in the data active = max activation above about 30%; also: 0% is about no effect; mostly tested at two doses, the higher about 12 µM
Target sequence (P35462 whole entry, looked up): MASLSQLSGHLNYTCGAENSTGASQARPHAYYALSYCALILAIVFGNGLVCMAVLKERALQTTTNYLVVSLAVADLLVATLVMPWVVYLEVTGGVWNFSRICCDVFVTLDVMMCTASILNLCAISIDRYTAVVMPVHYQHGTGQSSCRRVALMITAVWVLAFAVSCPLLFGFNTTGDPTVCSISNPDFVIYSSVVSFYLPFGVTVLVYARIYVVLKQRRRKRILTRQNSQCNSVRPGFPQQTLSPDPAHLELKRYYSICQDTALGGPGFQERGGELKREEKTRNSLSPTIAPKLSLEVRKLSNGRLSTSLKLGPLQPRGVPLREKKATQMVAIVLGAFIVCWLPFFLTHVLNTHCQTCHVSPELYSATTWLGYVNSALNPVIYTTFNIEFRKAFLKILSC
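Agonist mode: compounds and dopamine controls were applied to plated cells for 90 min at 37 degrees C after an overnight attachment at 1500 cells/well. Luminescent read-out followed 30 - 60 minutes at room temperature with DiscoveRx detection reagent.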
TDP43 rescue: inhibitors of TDP-43 toxicity in yeast; AID 652104; Potency, µM (titrated, usually from 46.1 µM), for inactives: top-dose growth rescue (activation), hits mostly activators; TDP-43 expressing yeast growth rescue, BacTiter-Glo, 24 h; hit rate 1.8% among 410,000; also: potency is read from the fitted curve at half-maximal effect; % of control where 0% means no effect; nearly all actives have a fitted effect of over 50% in size
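In this qHTS, compounds that restore growth of yeast expressing TDP-43 appear as activators. Cells (OD600=0.02, galactose medium, raffinose-pregrown) are incubated with compound 24 hr at 30 deg C and growth is quantified by BacTiter-Glo.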
HEK293 tox: cytotoxicity counter-screen for GLP-1 receptor inverse agonists; HEK293 cAMP-luciferase reporter cells, luminescence, 24 h; Potency, µM (series often up to 38.3 µM), for inactives: at the highest dose activity change, negative = inhibition, hits mostly inhibitors; hit rate 0.13% among 410,000;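 also: loss of luciferase light is scored as toxicity; potency is read from the fitted curve at half-maximal effect; % is scaled to controls: 0 for no effect and ±100 for the full control effect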
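Compound-treated cells are incubated 24 hr at 37 deg C under 5% CO2 after a 12 hour attachment period, then luciferase detection reagent is added and luminescence is measured following 12 min at room temperature; lowered signal indicates toxicity.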
PTHR1 agonist: agonists of human PTHR1 parathyroid hormone receptor. hit rate 0.075% among 410,000. Potency, µM (highest dose often 115 µM), for inactives: top-dose activation, hits mostly activators. HEK293 GP2 PTHR1 cells, GloSensor cAMP luminescence, 1 h. Q03431. AID 743266; also: potency is read from the fitted curve at half-maximal effect; nearly all actives have a fitted effect of over 55% in size; some results filed as inactive show a strong effect at the top dose; inactives centre near -15; many of its hits are not listed in these tables
Target sequence (Q03431 whole entry, looked up): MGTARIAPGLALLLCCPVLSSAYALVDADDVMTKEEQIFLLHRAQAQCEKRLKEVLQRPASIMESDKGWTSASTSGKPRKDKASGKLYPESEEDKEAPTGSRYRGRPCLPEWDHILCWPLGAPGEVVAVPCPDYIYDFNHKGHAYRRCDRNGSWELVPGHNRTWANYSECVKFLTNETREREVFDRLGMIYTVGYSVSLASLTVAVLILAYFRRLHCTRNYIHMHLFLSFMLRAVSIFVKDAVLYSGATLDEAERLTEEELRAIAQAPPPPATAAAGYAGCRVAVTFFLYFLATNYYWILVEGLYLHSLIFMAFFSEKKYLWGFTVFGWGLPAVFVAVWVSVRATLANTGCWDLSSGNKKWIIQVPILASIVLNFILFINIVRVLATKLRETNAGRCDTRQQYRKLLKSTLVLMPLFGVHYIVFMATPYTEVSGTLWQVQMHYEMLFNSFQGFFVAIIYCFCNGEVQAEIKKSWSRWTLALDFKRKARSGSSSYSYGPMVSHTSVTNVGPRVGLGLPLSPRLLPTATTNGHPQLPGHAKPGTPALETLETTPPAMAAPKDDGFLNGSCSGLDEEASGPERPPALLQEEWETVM
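HEK-293-derived GP2 cells expressing PTHR1 and a GloSensor cAMP reporter, 3,000/well, plated overnight, given luciferin plus IBMX (each 0.5 mM as added) for 1 h at 37 °C, then compound for 1 h at 37 °C. Luminescence was read after 15 min at room temperature.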
GLP1R ag: activates the human GLP-1 receptor; P43220; hit rate 0.007% among 380,000; HEK293 GLP-1R CRE-luciferase, luminescence, 4-6 h; cells express a hypersensitive GLP-1R form; Potency, µM (series often up to 45.6 µM), inactives show at the top dose activation, hits mostly activators; also: potency is read from the fitted curve at half-maximal effect; % of control where 0% means no effect
D3 antag: blocks the human D3 dopamine receptor. D3R cells, DiscoveRx beta-arrestin luminescence, antagonist mode; hits give low values. P35462. hit rate 2.5% among 360,000. AID 652054. max response, negative = inhibition, %; in the data active = max response below about -50%; inconclusive = no clear call, values can overlap the other calls; also: % is scaled to controls: 0 for no effect and ±100 for the full control effect; mostly tested at two doses, the higher about 12 µM
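Cells plated overnight at 1500 cells/well, then exposed to library compounds with dopamine controls for 90 minutes at 37 degrees C. DiscoveRx reagent added for 30–60 minutes at room temperature; luminescence read, quantitative HTS format.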
GLP-1R inv ag: inverse agonists of human GLP-1 receptor; HEK293 GLP-1R CRE-luciferase, luminescence, 24 h; GLP-1R form is constitutively active; Potency, µM (titrated, usually from 38.3 µM), for the others: at the highest dose activity change, negative = inhibition, most hits filed as inhibitors; hit rate 1.6% among 410,000; AID 624417; also: potency is read from the fitted curve at half-maximal effect; % is scaled to controls: 0 for no effect and ±100 for the full control effect; nearly all actives have a fitted effect of over 55% in size
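Constitutively active GLP-1R drives a cAMP-responsive luciferase in stably transfected HEK293 cells; test compounds are added after overnight (12 h) attachment and left 24 hr, and signal loss in luminescence marks inhibition.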
KB-V1 cytotox: kills drug-selected multidrug resistant KB-V1 cells. Potency, µM (doses to about 46.1 µM), without a hit: at the highest dose activity change, negative = cytotoxicity, most hits filed as cytotoxic. hit rate 3.4% among 400,000. KB-V1 MDR cells viability, CellTiter-Glo, 72 h; also: potency is read from the fitted curve at half-maximal effect; % is scaled to controls: 0 for no effect and ±100 for the full control effect; nearly all actives have a fitted effect of over 60% in size
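Following 72 h at 37 degrees C with compound, KB-V1 cell viability was read by CellTiter-Glo luminescence, medium being phenol-red-free DMEM plus 10% FBS; concentration-response parameters came from normalized, curve-fitted qHTS data.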
aSyn yeast inh: alpha-synuclein toxicity inhibition in yeast; Yeast expressing alpha-synuclein, growth rescue, BacTiter-Glo, 24 h; hit rate 0.14% among 370,000; Potency, µM (top dose mostly 46.1 µM), for inactives: at the top dose growth rescue (activation), actives largely listed as activators; AID 652106; also: potency is read from the fitted curve at half-maximal effect; % of control where 0% means no effect; nearly all actives have a fitted effect of over 65% in size
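Galactose-induced alpha-syn yeast (OD600=0.02, raffinose-pregrown) + pinned cpd, 24 hr, 30 deg C; growth by BacTiter-Glo luminescence. Growth restoration scores as activation.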
Numbers without * were called inactive; i = inactive; ? = inconclusive; . = no result given; & = joins results of further samples; [ ] = another dose, or the depositor's remark. Unless noted, calls follow the shape of the dose curve; as a rule, active = well fitted curve in the direction sought with a large enough effect; inconclusive = small, poorly fitted or top-dose-only effect, or another doubt; inactive = no such curve, though single readings can be large; an effect the other way counts as inactive or inconclusive. These rows are one share of the data; count on the stated rates, not on these rows.

| no. | canonical_smiles | DRD3 agonist | TDP43 rescue | HEK293 tox | PTHR1 agonist | GLP1R ag | D3 antag | GLP-1R inv ag | KB-V1 cytotox | aSyn yeast inh |
| --- | --- | --- | --- | --- | --- | --- | --- | --- | --- | --- |
| 1 | CCC(c1nnnn1Cc1ccc(F)cc1)N1CCN(C2CCCCC2)CC1 (stereo not drawn) | -13.2 | 4.9% | 5.8% | i | -1.5% | -3.2 | ? | -12.6% | 1.2% |
| 2 | COc1ccc(N2C(=O)C3C4C=CC(CC4)C3C2=O)c([N+](=O)[O-])c1 (stereo not drawn) | -9.8 | 0.0% | 3.4% | i | 3.8% | -29.3 | 0.0% | ? | -4.3% |
| 3 | O=C(NC(=S)/C(=C1\CCCCCN1)[N+](=O)[O-])c1ccccc1 | -5.3 | 4.1% | 7.8% | -31.1%[inhibitor] | -20.3% | 0.0 | -79.3% | -6.9% | 3.8% |
| 4 | O=C(NC(=S)Nc1ccccc1N1CCCCC1)c1ccco1 | 2.0 | 35.5µM* | ? | i | 21.4% | 33.8 | ? | ? | 2.2% |
| 5 | O=C(Cc1c(F)cccc1Cl)Nc1cc(S(=O)(=O)N2CCOCC2)ccc1N1CCOCC1 | 4.2 | 12.1% | 9.5% | -11.3% | -5.1% | 3.1 | 18.1% | -13.1% | 10.9% |
| 6 | O=C(COc1ccccc1)NCC(=O)N/N=C/c1cccs1 | 2.5 | -4.3% | -17.8% | -4.8% | 2.2% | -7.1 | 0.1% | 3.5% | -7.1% |
| 7 | COc1nc(Nc2ccc(OC)c(Cl)c2)nc(OC)n1 | -7.2 | ? | -25.6% | ? | ? | 14.9 | 107.3%[activator] | 18.4µM* | 3.8% |
| 8 | Cc1cc(C)c(CNC(=O)c2cc(C3CC3)nc3c2cnn3C(C)C)c(=O)[nH]1 | 4.1 | 0.0% | -1.9% | i | 2.3% | 0.0 | 129.4%[activator] | 0.0% | 6.4% |
| 9 | CCN1CCN(C(=O)c2cc(S(=O)(=O)N3CCCCC3)ccc2Cl)CC1 | 1.8 | -8.7% | 6.8% | i | -7.7% | -24.0 | 0.9% | 7.1% | -0.9% |
| 10 | Cc1cccc(N2CCN(C(=O)CCSCc3ccccc3F)CC2)c1C | -6.1 | 20µM* | 7.8% | -29.0% | . | . | ? | . | . |
| 11 | Nc1nc2cc3ccccc3cc2[nH]c1=O | -1.6 | -5.1% | 5.2% | -3.9% | -2.9% | -26.3 | 19.2% | 3.66µM* | -1.0% |
| 12 | O=C(CC1SC2=NCCN2C1=O)Nc1ccc(Cl)cc1 (stereo not drawn) | 4.7 | -5.8% | 20.5% | i | 5.4% | ? | 0.0% | 0.0% | 1.9% |
| 13 | CCCC(=O)Nc1cccc(-c2nc3ccccc3o2)c1 | 0.0 | 14.1% | -10.0% | i | -4.4% | -16.3 | 4.9% | 23.8% | 0.1% |
| 14 | O=S(=O)(Nc1ccc(O)cc1)c1cccc2cccnc12 | 4.3 | 14.1% | 10.2% | -19.9% | 1.0% | 27.8 | 3.4% | 19.8% | 7.3% |
| 15 | CC(C)(C)CN1CCNC(=O)C1CC(=O)N1CCOc2ccccc2C1 (stereo not drawn) | -4.8 | -24.8% | 20.1% | -23.5% | 3.9% | ? | 12.4% | -3.8% | 2.1% |
| 16 | CCNC(=O)Nc1cc(OC)c(OC)cc1C(=O)O | -6.6 | 2.4% | -2.2% | -10.8% | -4.5% | -19.6 | 2.1% | ? | 0.2% |
| 17 | COc1ccccc1C(=O)NCCC(=O)NC(C)CCc1ccccc1 (stereo not drawn) | 1.0 | -19.1% | -5.2% | -6.8% | -2.4% | 23.4 | 10.5% | ? | 0.4% |
| 18 | Cn1cnnc1SC(C(=O)Nc1cccc(C(F)(F)F)c1)c1ccccc1 (stereo not drawn) | 1.0 | 0.8% | -6.3% | i | -2.5% | 0.9 | ? | 17.2% | 0.6% |
| 19 | Cc1cc2oc(C(=O)Nc3ccc(S(=O)(=O)Nc4ncccn4)cc3)c(C)c2cc1Cl | -1.7 | 11.4% | 8.0% | -20.2% | -9.2% | -10.1 | 0.7% | 1.1% | 0.1% |
| 20 | COc1cccc(C(=O)N(Cc2ccccc2)Cc2cc3cc4c(cc3[nH]c2=O)OCCO4)c1 | 33.4* | 0.3% | -22.9% | -26.4% | 22.4% | 32.3 | -21.7% | -1.7% | 2.0% |
| 21 | CC(=O)c1cccc(NC(=O)CCS(=O)(=O)c2cc3c(cc2C)NC(=O)CO3)c1 | 0.2&5.4 | 4.8%&6.1% | 1.8%&-12.0% | -21.3% | -3.4%&-3.8% | -5.1 | 2.6%&16.5% | -12.4%&11.2% | 5.6%&-1.6% |
| 22 | CN(CCCNC(=O)CCCOc1cc(=O)n(C)c2ccccc12)Cc1ccccc1 | -0.4 | -5.8% | -0.4% | -1.3% | 6.5% | -9.6 | -11.0% | -9.9% | 0.1% |
| 23 | C=CCc1cccc2cc(-c3nc4ccc(C(=O)O)cc4[nH]3)c(=O)oc12 | 0.5 | 1.0% | 57.4%[activator] | -39.0%[inhibitor] | . | . | -27.6% | -6.0% | . |
| 24 | O=C(c1ccc2c(Cl)c3c(nc2c1)CCCC3)N1CCN(c2ccccc2)CC1 | 2.9 | ? | 0.0% | ? | 1.4% | . | -1.1% | 29.3% | . |

Entries of single compounds, quoted from the list. Order of screens: DRD3 agonist	TDP43 rescue	HEK293 tox	PTHR1 agonist	GLP1R ag	D3 antag	GLP-1R inv ag	KB-V1 cytotox	aSyn yeast inh
Results for Cc1cc2oc(C(=O)Nc3ccc(S(=O)(=O)Nc4ncccn4)cc3)c(C)c2cc1Cl : -1.7	11.4%	8.0%	-20.2%	-9.2%	-10.1	0.7%	1.1%	0.1%
Results for O=S(=O)(Nc1ccc(O)cc1)c1cccc2cccnc12 : 4.3	14.1%	10.2%	-19.9%	1.0%	27.8	3.4%	19.8%	7.3%

The list goes on.
Value order: DRD3 agonist	TDP43 rescue	HEK293 tox	PTHR1 agonist	GLP1R ag	D3 antag	GLP-1R inv ag	KB-V1 cytotox	aSyn yeast inh
#25 O=C(NCCCC(=O)N1CCCCC1)c1ccc(Cl)cc1
  1.5	-21.6%	11.0%	-20.5%	-0.6%	19.5	22.1%	-23.2%	4.2%
#26 CCN(CC)S(=O)(=O)c1ccc(N2CCCCC2)c(NC(=O)/C=C/c2ccc(OC)c(OC)c2)c1
  9.4	?	2.4%	i	-0.3%	10.4	2.3%	22.0%	8.7%
#27 Cc1nc2ccccc2nc(C)c1=NOCC(=O)N(c1ccccc1)C(C)C
  -5.4	-8.3%[0.397 µM]	-2.9%	i	12.6%	0.0	?	-5.9%	2.0%
#28 COc1cc(CNC(=O)c2cnc(SC)nc2-c2ccccc2)cc(OC)c1OC
  0.1	22.3%	27.9%	i	.	.	2.1%	-0.6%	.
#29 COc1ccc(C2C=CC(=O)CC2)c(OC)c1 (stereo not drawn)
  1.5	19.0%	-0.2%	-47.0%[inhibitor]	-0.1%	2.0	14.9%	0.8%	?
#30 O=C1OCCC1Sc1nc2ccccc2[nH]1 (stereo not drawn)
  -5.3	-7.1%	0.6%	i	2.4%	23.1	0.0%	5.3%	-6.3%
#31 Clc1ccc(-c2cnn3c(-c4ccncc4)ccnc23)cc1
  -3.0	0.0%	0.0%	-4.9%	2.1%	-2.7	4.2%	14.9%	-3.8%
#32 CCOC(=O)N1CCN(c2c(N3CCN(c4cccc(C(F)(F)F)c4)CC3)c(=O)c2=O)CC1
  -11.5	-7.3%	3.9%	-8.8%	-11.5%	17.0	0.0%	-4.5%	4.7%
#33 C[C@@H]1CN([C@@H](C)CO)C(=O)CCCn2cc(nn2)CO[C@H]1CN(C)S(=O)(=O)c1ccc(-c2ccccc2)cc1
  5.5	3.7%	0.6%	i	-4.9%	1.1	13.8%	29.7%	-0.3%
#34 Cc1ccc(S(=O)(=O)N(C)C[C@H]2OCCCC[C@@H](C)Oc3ccc(N(C)C)cc3C(=O)N([C@H](C)CO)C[C@@H]2C)cc1
  -4.7	15.7%	0.0%	-14.6%	15.1%	2.7	12.4%	-4.3%	0.0%
#35 Cc1ccccc1OCCC(=O)NNC(=O)c1ccccc1F
  1.8	7.3%	-16.9%	-2.5%	6.9%	14.2	-10.0%	?	4.3%
#36 Cn1c(NC(=O)c2ccccc2NC(=O)C(C)(C)C)nc2ccccc21
  0.2	?	?	-27.7%	9.8%	38.2	?	?	-11.1%
#37 Cc1ccccc1Cn1cc(S(=O)(=O)c2ccc(C(C)C)cc2)c(=O)c2cc3c(cc21)OCO3
  1.6	15.8%	0.1%	-6.5%	9.1%	12.4	44.6%[activator]	3.2%	-0.3%
#38 Cc1ccccc1CN1C(=O)C(C)S/C1=N/N=C/c1ccco1 (stereo not drawn)
  1.9	?	3.6%	i	10.6%	9.3	?	-23.3%	6.2%
#39 O=C(Nc1ccc2c(c1)OCO2)c1cc(Cl)ccn1
  -3.2	22.0%	-10.1%	-25.9%	-14.4%	-29.5	-9.0%	?	-8.5%
#40 CCCCC(=O)Nc1ccc(N2CCN(C(=O)c3ccco3)CC2)cc1
  -3.4	6.3%	12.8%	-31.9%	-1.0%	-8.2	-15.3%	?	-1.9%
#41 O=C(Cc1c(F)cccc1Cl)Nc1ccccc1C(=O)N1CCOCC1
  2.5	-4.0%	9.5%	i	-3.3%	-18.0	7.7%	.	-1.7%
#42 CC(c1ccon1)N(C)Cc1cn(Cc2ccccc2)nc1-c1ccc2c(c1)OCO2 (stereo not drawn)
  -9.3	0.0%[9.22 µM]	-1.2%	i	16.1%	8.6	?	?	-4.2%

Down the list, from the results shown:
Nos. 37–40 in HEK293 tox: 0.1%, 3.6%, -10.1%, 12.8%
Nos. 37–40 in TDP43 rescue: 15.8%, ?, 22.0%, 6.3%
